# Assay outcomes deposited in PubChem BioAssay by Broad Institute.
# RAD54 branch = blocks human RAD54 Holliday junction branch migration; AID 602329; 0.14% of 360,000 active; FAM/BHQ fluorescence; inhibition, % at 10.4 µM;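 active means mean normalized replicate activity at least 40 and at least half of replicates scoring 40 or more; inconclusive means only one of the two criteria met; inactive means mean below 40 and under half of replicates reaching 40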;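 further: 0% = median of neutral control wells and 100% = median of positive control wells; inhibitors cause a drop in the FAM fluorescence signal; in these data hits start at about 50%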
# S100A4 inh HTS = S100A4-myosin IIA interaction inhibition | S100A4/TAMRA-MyoIIA peptide fluorescence polarization | inhibition, % at 10.7 µM | 0.14% of 360,000 active;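 active means mean inhibition of at least 70% across replicates, with every replicate also reaching that level; inconclusive means mean inhibition reaches 70% but some replicates fall short; inactive means mean inhibition below 70%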
# Target sequence (P26447 whole entry, looked up): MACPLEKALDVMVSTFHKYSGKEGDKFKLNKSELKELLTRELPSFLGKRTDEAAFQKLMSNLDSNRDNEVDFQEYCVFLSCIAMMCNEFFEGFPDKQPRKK
#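 incubation = readout 5 min after mixing, signal stable up to 60 min | system = S100A4 monomer protein | buffer or medium = HEPES pH 7.2 with CaCl2, KCl, NaCl, DTT, Triton | benchmarks = neutral control DMSO, positive control TFP | also added = fluorescent myosin IIA peptide, 5 nM | compound dosing = one concentration per compound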
# ERp5 inh = ERp5 (human) disulfide isomerase inhibition | Q15084 | 0.05% of 350,000 active | ERp5 insulin aggregation, absorbance 650 nm, 90 min | inhibition, % at 9.99 µM;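 active means mean replicate inhibition above about 25%, with every replicate also reaching it, limit read from the data, passing the limit was not always enough; inconclusive means only one of those two criteria met; inactive means neither criterion met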
# ERAP1 inh = ERAP1 (human) enzyme inhibition. Q9NZ08. recombinant ERAP1, Leu-AMC fluorescence, 60 min. inhibition, % at 10.7 µM. 0.15% of 340,000 active;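 active means mean replicate inhibition of at least 30%, or all replicates individually reaching that 30% level; inactive means mean below 30% and not every replicate reaching it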;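 further: 0% = neutral control wells and 100% = L-leucinethiol positive control wells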
# Target sequence (Q9NZ08 whole entry, looked up): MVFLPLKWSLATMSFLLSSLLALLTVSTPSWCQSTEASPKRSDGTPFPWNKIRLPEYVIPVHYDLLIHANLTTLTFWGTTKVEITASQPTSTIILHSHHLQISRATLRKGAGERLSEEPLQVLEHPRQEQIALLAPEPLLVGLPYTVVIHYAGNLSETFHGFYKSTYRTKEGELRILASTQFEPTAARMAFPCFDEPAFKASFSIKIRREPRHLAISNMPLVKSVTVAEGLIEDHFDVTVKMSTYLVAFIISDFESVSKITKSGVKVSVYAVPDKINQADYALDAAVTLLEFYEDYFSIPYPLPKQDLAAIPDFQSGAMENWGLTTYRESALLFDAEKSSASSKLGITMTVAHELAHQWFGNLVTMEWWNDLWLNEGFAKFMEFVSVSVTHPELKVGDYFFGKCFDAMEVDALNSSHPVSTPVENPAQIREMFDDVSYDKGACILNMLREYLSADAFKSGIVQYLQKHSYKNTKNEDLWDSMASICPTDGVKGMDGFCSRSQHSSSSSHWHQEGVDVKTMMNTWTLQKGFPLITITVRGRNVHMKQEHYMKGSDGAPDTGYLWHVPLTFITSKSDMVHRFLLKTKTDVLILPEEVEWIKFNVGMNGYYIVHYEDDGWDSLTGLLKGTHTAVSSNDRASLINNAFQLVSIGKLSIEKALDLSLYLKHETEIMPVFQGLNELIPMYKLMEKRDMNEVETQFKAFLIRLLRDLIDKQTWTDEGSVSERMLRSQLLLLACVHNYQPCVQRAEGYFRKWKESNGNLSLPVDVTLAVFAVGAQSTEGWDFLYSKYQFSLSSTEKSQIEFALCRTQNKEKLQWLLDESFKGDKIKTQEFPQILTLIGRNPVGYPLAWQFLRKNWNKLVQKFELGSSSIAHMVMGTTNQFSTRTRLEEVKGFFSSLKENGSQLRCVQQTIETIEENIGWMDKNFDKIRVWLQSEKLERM
# E-sel inducer = E-selectin induction on HUVECs | HUVEC E-selectin immunofluorescence imaging; normalized: neutral wells 0, TNF-alpha wells 100 | P16581 | activation, % at 7.58 µM | 0.37% of 260,000 active;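 active means mean E-selectin-positive cell signal at least 10% of the positive control, reached in at least 60% of replicates, without over 20% cell loss; inconclusive means no rule given, readout overlaps actives, possibly toxicity-flagged; inactive means the rest, including those meeting only one limit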;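 further: in these data hits start at about 27%; measured in HUVEC primary endothelial cells; signal is the percent of cells scored E-selectin positive by PE staining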
#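 Material: HUVEC primary endothelial cells; Amount: 3,000 cells per well; Dosing: single concentration; Medium: EGM-2 growth medium on 0.1% gelatin-coated wells; Read-out basis: percent E-selectin-positive cells; Signal: immunofluorescence imaging; Control set: TNF-alpha, DMSO.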
# esBAF inh = SWI/SNF esBAF complex inhibition. mouse ES cells, Bmi1-luciferase knock-in reporter, 24 h; 100% = twice the neutral-well signal. reporter increase, % at 12.5 µM. 2% of 350,000 active; in the data active means activation above about 40%; inconclusive means no clear call, values can overlap the other calls;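 further: 0% = median of the plate's neutral control wells and 100% = double that signal; a rise in the Bmi1 reporter signal indicates esBAF inhibition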
# Xi reactivation = reactivates the inactive X chromosome in mouse fibroblasts; XiGFP mouse fibroblasts, % GFP-positive cells imaging, 3 d; cells co-treated with 5-aza-dC sensitizer; scaled so ellipticine positive control = 100%; activation, % at 7.58 µM; 0.055% of 360,000 active;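 active means mean normalized replicate activation at least 10% and every replicate at or above 10%; inconclusive means only one of the two criteria met; inactive means mean below 10% and not all replicates reach 10%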;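 further: 0% = median of on-plate neutral control wells and 100% = ellipticine 6 µM median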
#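 Assay system – SV40-immortalized XiGFP fibroblast cells, line 68-5-11 · Buffer or medium – DMEM supplemented with 5-aza-dC as sensitizing agent · Dosing – one concentration, pinned · Benchmarks – positive control ellipticine, 6 µM final · Times – 3 days compound exposure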
# RAD52 anneal inh = blocks human RAD52 DNA annealing. recombinant RAD52 DNA annealing, FRET fluorescence. inhibition, % at 18.7 µM. 0.46% of 360,000 active. AID 651710;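 active means every replicate showing at least 50% inhibition; inconclusive means mean inhibition at least 50% but not in every replicate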
# The depositor's hits bear a star; u = inconclusive; x = no result given; & = joins results of further samples.
SMILES,RAD54 branch,S100A4 inh HTS,ERp5 inh,ERAP1 inh,E-sel inducer,esBAF inh,Xi reactivation,RAD52 anneal inh
Cc1ccc2c(C)c(C(=O)N3CCN(C4CCS(=O)(=O)C4)CC3)oc2c1C (configuration not stated),-5,-1,-1,1,-0.7,0,-0.1,-7
Cn1c(C(=O)Nc2ccc3c(c2)OCCO3)cc2sccc21,-8,3,-2,-1,x,-1,x,1
Cc1ccc(S(=O)(=O)N[C@H]2C=C[C@@H](CC(=O)NCCN3CCCCC3)O[C@H]2CO)cc1,6,-17,4,0,0.0,-12,-0.3,-13
COC(=O)C1C(=O)C2=C(CC1C)NC(=O)CC2c1ccc(F)cc1 (configuration not stated),x,-2,-8,4,-0.8,x,0.0,-7
Cc1ccc(C(=O)NNC(=O)C(C)Oc2ccc3ccccc3c2)o1 (configuration not stated),x,1,0,0,0.1,-2,0.2,-4
C[C@H](CO)N1C[C@H](C)[C@H](CN(C)Cc2ccc(C(F)(F)F)cc2)Oc2c(NC(=O)c3ccc(-c4nccs4)cc3)cccc2C1=O,-3,5,1,0,-2.3,-1,0.5,6
COCC(=O)NC[C@@H]1N[C@@H](CO)[C@H]1c1ccc(-c2ccccc2F)cc1,-1,u,-1,x,-0.1,0,0.0,-22
CO[C@@H]1CN(C)C(=O)c2ccc(NC(=O)NC(C)C)cc2OC[C@@H](C)N(C(=O)CN(C)C)C[C@H]1C,-22,-56,-1,0,0.2,-1,0.3,20
CCCN1CCC(=O)N(CCSc2ccc(NC(C)=O)cc2)CC1,3,2,4,x,0.0,-1,0.0,17
COc1ccccc1CCNC(=O)C(=O)NCC1OCCCN1S(=O)(=O)c1cc(C)ccc1C (configuration not stated),-1,-5,4,1,x,0,0.0,-6
COc1ccc(-c2c(C(=O)c3ccccc3)[nH]c(N)c2C(=O)NC2CC2)cc1OC,x,1,2,3,-0.1,x,-0.1,-5
CNC[C@H]1Oc2ccc(NS(=O)(=O)c3ccc(Cl)cc3)cc2C(=O)N([C@@H](C)CO)C[C@H]1C,8,13,-5,4,x,-5,0.8,-13
CC(=O)N(C)C[C@@H]1Oc2ncc(C#CC(C)(C)O)cc2C(=O)N([C@H](C)CO)C[C@H]1C,-1,-3,-1,2,0.2,-1,-1.1,16
OCCC1CN(Cc2ccc(C(F)(F)F)cc2)CCN1Cc1ccccc1 (configuration not stated),x,-4,1,5,x,x,0.0,-5
Clc1nc(CN2CCCCC2)nc2sc3c(c12)CCC3,-6,-9,1,1,-1.3,20,0.0,-28
O=C(Nc1ccnn1C1CCN(C(=O)Cc2cccc(Cl)c2)CC1)C1CC1,2,3,2,-2,x,4,0.4,-16
CC1CN(C(=O)c2ccccc2NS(=O)(=O)c2cccc([N+](=O)[O-])c2)CC(C)O1 (configuration not stated),x,1,10,8,-1.0,x,0.0,-7
CN1C[C@@H]2[C@H](c3ccccc31)[C@H](CO)N2Cc1ccccc1F,3,5,-1,0,-0.5,3,0.1,-11
Oc1ccc2ccccc2c1CNc1ccc(Br)cn1,0,-5,3,-2,1.9,32,-0.1,-15
Cc1cccc(NC(=O)CN2C(=O)CCS(=O)(=O)c3ccccc32)c1C,-2,-2,2,-1,x,-7,0.0,7
COc1ccc(CN2C[C@H]3CON(C)[C@H]3C[C@H]2c2ccc(-c3cccc(F)c3)cc2)cc1,4,2,-7,-2,x,2,0.1,7
COc1ccc(S(=O)(=O)Nc2ccc3c(c2)C(=O)N([C@H](C)CO)C[C@@H](C)[C@@H](CN(C)S(=O)(=O)c2ccc(C)cc2)OCCCC[C@@H](C)O3)cc1,-1,-4,-4,2,x,0,0.2,-13
CC(C)c1ccc(N(CC(=O)N2CCOCC2)S(C)(=O)=O)cc1,-4,-2,-4,-4,x,12,0.0,-6
O=C(O)c1ccc(CSc2nnc(-c3ccncc3)n2-c2ccc(Br)cc2)cc1,5,-22,3,0,x,-5,0.1,-1

# Among those listed so far, these have a furan ring, fused or not:
SMILES,RAD54 branch,S100A4 inh HTS,ERp5 inh,ERAP1 inh,E-sel inducer,esBAF inh,Xi reactivation,RAD52 anneal inh
Cc1ccc2c(C)c(C(=O)N3CCN(C4CCS(=O)(=O)C4)CC3)oc2c1C (configuration not stated),-5,-1,-1,1,-0.7,0,-0.1,-7
Cc1ccc(C(=O)NNC(=O)C(C)Oc2ccc3ccccc3c2)o1 (configuration not stated),x,1,0,0,0.1,-2,0.2,-4

# Carrying on.
SMILES,RAD54 branch,S100A4 inh HTS,ERp5 inh,ERAP1 inh,E-sel inducer,esBAF inh,Xi reactivation,RAD52 anneal inh
Cc1ccnc(NC(=O)CN2C(=O)NC(C)(c3ccc4ccccc4c3)C2=O)c1 (configuration not stated),9,-12,9,-2,0.5,x,0.1,-4
O=C(N/C(=C/c1ccccc1)C(=O)N1CCCCC1)c1ccco1,4,-2,4,-4,-0.2,2,0.0,-17
CCn1ncc(NC(=S)NCCc2ccccc2)c1C(N)=O,x,-6,3,3,1.9,x,0.3,-2
Cc1ccc(C)c(NC(=O)CCC(=O)N/N=C/c2ccc3c(c2)OCO3)c1,x,-2,1,10,x,x,0.0,11
O=C(CSc1nc2cc(Cl)ccc2o1)Nc1ccc(N2CCOCC2)cc1,x,-1,0,1,x,x,x,-16
NCCCCCNC(=O)[C@H]1C[C@H]2C(=O)NCC(=O)N2[C@H]1c1cccc(OCCO)c1,6,-83,-2,-8,x,x,x,-5
CO[C@@H]1CN(C)C(=O)c2cc(NC(=O)NC3CCCCC3)ccc2OC[C@@H](C)N(CC2CCOCC2)C[C@@H]1C,1,7&2,1&5,-4&-4,0.1&-0.1,0,0.4&-0.1,5&0
CC(NC(=O)c1ccco1)C(=O)N1CCN(S(=O)(=O)c2ccccc2C#N)CC1 (configuration not stated),1,2,-5,2,x,1,-0.2,0
C[C@H]1CN([C@@H](C)CO)C(=O)Cc2cc(NS(C)(=O)=O)ccc2O[C@H]1CN(C)C,9,-10,-4,0,-0.1,0,-0.8,-17
Cc1ccc(C(O)c2ncc(-c3ccccc3C)[nH]2)cc1F (configuration not stated),-6,-3,-8,-4,-0.8,14,0.0,-12
Nc1c(C(=O)Nc2ccc(Cl)c(C(=O)O)c2)sc2nc3c(cc12)CCCC3,-17,-4,13,-98,0.6,x,-0.1,-32
CCCNC(=O)C[C@H]1CC[C@@H]2[C@H](COC[C@@H](O)CN2C(=O)c2cc(Cl)cc(Cl)c2)O1,-9,-27,4,-4,-0.1,-2,0.2,-47
C/C(Cc1ccccc1)=N/NC(=O)CCCC(=O)N/N=C(/C)Cc1ccccc1,x,7,-1,-5,x,x,0.0,-10
COc1ccc(S(=O)(=O)Nc2ccc3c(c2)CC(=O)N([C@@H](C)CO)C[C@H](C)[C@H](CN(C)Cc2ccc4c(c2)OCO4)O3)cc1,-2,-3,4,-1,-0.1,-3,-0.5,14
O=C1CCN(C(=O)Cc2ccccc2)c2ccccc21,-5,0,-2,3,-0.1,5,1.1,-5
Cc1ccc(S(=O)(=O)Nc2ccc3c(c2)C(=O)N([C@@H](C)CO)C[C@@H](C)[C@H](CN(C)Cc2ccc(-c4ccccc4)cc2)O3)cc1,-22,2,-14,-2,-3.0,-3,0.0,11
O=C(CN(C(=O)c1csnn1)c1ccc(F)cc1)NCc1ccc2c(c1)OCO2,-2,-12,2,-3,-0.1,50*,0.2,-18
NC(=O)c1cc(S(=O)(=O)N2CCc3ccccc3C2)cs1,8,-1,0,5,x,-5,0.3,-1
Cn1nc(C(=O)NNC(=O)C(CCC(N)=O)NS(=O)(=O)c2ccc(Cl)cc2)c2ccccc2c1=O (configuration not stated),-3,-3,4,-6,x,-5,0.2,-4
CC(C)NC(=O)N(C)C[C@@H]1Oc2c(NC(=O)NC3CCCCC3)cccc2C(=O)N([C@H](C)CO)C[C@@H]1C,5,9,4,2,0.1,1,-0.1,-7
Cc1noc(C(=O)N2CC3(C)CC2CC(C)(C)C3)c1Cl (configuration not stated),-7,10,-1,5,0.2,0,0.0,-7
Cc1ccc(C(C)C)c(OCC#CCN2CCOCC2)c1,0,-4,-14,2,x,5,0.0,-10
O=S(=O)(c1cccs1)N1CCN(CC(O)COC2CCCc3ccccc32)CC1 (configuration not stated),5,1,-3,9,x,7,x,3
COC(=O)C[C@@H]1OC[C@H](Cc2ccccc2)N1S(=O)(=O)c1ccc(C)cc1,x,1,1,1,0.1,x,0.2,-3
C[C@H]1CN([C@@H](C)CO)C(=O)c2cccc(NS(=O)(=O)c3ccc(Cl)cc3)c2O[C@H]1CN(C)S(C)(=O)=O,0,-8,-10,-2,0.0,-1,-0.1,13
CCOc1ccccc1OCC(=O)Nc1ccc(OC)c(S(=O)(=O)N2CCCCC2)c1,x,-6,-7,1,0.0,x,0.0,-12
Cc1nc(C(C)NC(=O)c2cc(COc3ccc(F)c(F)c3)on2)cs1 (configuration not stated),-6,-5,-5,-2,x,1,0.1,-4
COc1ccc(-n2nc(C(=O)NCC(=O)N3CCN(Cc4ccccc4)CC3)c3ccccc3c2=O)cc1OC,1,-3,1,7,17,0,0.4,-14
CCN1CCN(CCCNC(=O)c2ccccc2NC(=O)C2=C(C)OCCS2)CC1,-11,-4,x,-3,x,-1,0.0,-11
COC(=O)C1=C(C)N(Cc2ccc(OC)cc2)C(=O)C1,14,9,-1,-1,x,-1,x,-5
CCn1c(=O)c(C(=O)Nc2ncccc2O)c(O)c2ccccc21,-10,-3,2,3,x,1,0.0,-6
Cc1ccc(NC(=O)CCOc2ccccc2C)cc1F,x,1,3,1,x,x,0.0,-26
Cc1ccc(S(=O)(=O)N2CCN(CC(=O)NC(C)c3ccccc3)CC2)cc1 (configuration not stated),5,-5,9,-8,-4.0,-5,0.1,-6
COc1cccc(NC(=O)NNC(=O)CCc2ccc(O)c(O)c2)c1,-4,7,3,-1,-0.4,-6,0.0,-11
CCc1ccccc1NC(=S)N(CCc1ccncc1)C(C)C,-4,-2,13,-1,1.4,-4,0.1,-11
COc1cccc(OC(=O)N2CCOCC2)c1,x,-4,-6,5,1.5,x,0.1,-13
CCOC(=O)N1CCN(CC(=O)Nc2nccs2)CC1,10,2,-2,0,-1.8,3,0.7,-5
COc1ccc(CCC(=O)NC(C)C2CCCO2)cc1 (configuration not stated),9,-1,3,0,x,4,-0.1,-6
OC[C@H]1O[C@@H](c2nc(-c3ccc(CN4CCOCC4)cc3)no2)[C@H](O)[C@@H](O)[C@H]1O,4,0,-2,0,-0.4,-3,0.1,-7
O=C(O)C1CCC(=O)N1C(=O)OCc1ccccc1 (configuration not stated),1,-11,5,-1,0.4,-8,0.0,-10
CCCCc1nnc(NC(=O)CSCc2cc(=O)n3c(C)csc3n2)s1,-7,-1,4,-3,x,-4,0.0,-13
O=C(Nc1nnc(C2CC2)s1)C1Cc2ccccc2CN1C(=O)c1ccco1 (configuration not stated),x,-8,-3,3,0.0,x,0.3,-27
Cc1cccc(C(=O)OCC(=O)N(C)C(c2ccccc2)c2ccccc2)c1[N+](=O)[O-],-5,5,6,2,-0.2,-5,-0.1,-1
